TNAP act hiacc = activators of human TNAP at high phosphate acceptor concentration. 200,000 tested, under 10 active. AID 1136. P05186. purified TNAP, CDP-star luminescence, 1 M DEA, 30 min; stronger effect = higher value; 0 = EDTA background, 1 = DMSO-only activity. activation factor at 20 µM;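 active means activation factor at least 2 at 20 µM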
Target sequence (P05186 whole entry, looked up): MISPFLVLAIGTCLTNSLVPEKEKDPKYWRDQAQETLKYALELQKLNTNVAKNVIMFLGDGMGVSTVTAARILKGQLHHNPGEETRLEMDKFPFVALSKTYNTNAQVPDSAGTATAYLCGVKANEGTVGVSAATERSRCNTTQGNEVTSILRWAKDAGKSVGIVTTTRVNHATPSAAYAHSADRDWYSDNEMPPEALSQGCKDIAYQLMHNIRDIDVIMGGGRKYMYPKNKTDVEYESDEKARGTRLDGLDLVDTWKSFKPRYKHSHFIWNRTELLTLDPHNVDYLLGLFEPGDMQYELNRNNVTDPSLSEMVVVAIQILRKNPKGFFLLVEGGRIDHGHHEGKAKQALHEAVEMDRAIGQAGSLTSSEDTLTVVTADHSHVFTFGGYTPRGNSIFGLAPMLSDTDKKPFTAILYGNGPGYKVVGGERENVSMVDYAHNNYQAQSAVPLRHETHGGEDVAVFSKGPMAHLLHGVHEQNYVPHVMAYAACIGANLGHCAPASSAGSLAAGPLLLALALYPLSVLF
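Control set: EDTA negative control, DMSO positive control / Assay system: human TNAP / Quantity: TNAP 1/800 final / Evaluation: TNAP activation factor scaled between EDTA and DMSO control wells / Measured by: luminescent substrate turnover signal / Compound dosing: one dose, 20 µM / Times: 30 min enzyme reaction at room temperature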
TNAP inh no acc = blocks human TNAP activity with no phosphate acceptor present | AID 1012 | inhibition, % at 20 µM | hit rate 0.26% among 200,000 | P05186 | purified TNAP, CDP-star luminescence, 30 min;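 active means tissue-nonspecific alkaline phosphatase inhibition above about 50% at 20 µM in the single-dose screen, limit read from the data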;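 further: 0% = DMSO negative control and 100% = EDTA positive control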
bIAP activator = increases bovine intestinal alkaline phosphatase activity; AID 1016; purified bovine IAP, CDP-star luminescence, 30 min; stronger effect = higher value; fold of DMSO-control signal, blank-subtracted; activation factor at 20 µM; hit rate 0.17% among 200,000;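 active means activation factor of 2 or more at 20 µM, a signal rise over negative controls twice the positive control's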
FLuc inhib CS = Photinus pyralis luciferase inhibition counter-screen | P08659 | inhibition, % at 10 µM | hit rate 1.5% among 200,000 | ATPLite firefly luciferase biochemical luminescence, 10 min;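 active means inhibition above about 50% when tested at 10 µM, limit read from the data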
FLuc stim CS = firefly luciferase counter-screen for stimulation assays | ATPlite luciferase biochemical, luminescence, 10 min; 0 = ATP-free wells, 1 = DMSO control | P08659 | AID 1027 | 200,000 tested, under 10 active | activation factor at 10 µM;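 active means luciferase activation factor, scaled between plate controls, of at least 2 with compound at 10 µM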
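System: luciferase plus luciferin reagent, cell-free; medium: PBS as buffer for the ATP substrate; dosing: test compounds dosed from 2 mM stocks in 100% DMSO; timing: 10 min post-reagent at room temperature; measured by: luminescence measurement of luciferase light output; evaluation: luciferase activation, seen as luminescence increase over controls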
PMI act hi M6P = increases human PMI activity with near-saturating mannose 6-phosphate; P34949; coupled PMI enzyme assay, resazurin fluorescence, 20 min; stronger effect = higher value; 1 = untreated enzyme, 0 = substrate-free blank; activation factor at 20 µM; hit rate 0.34% among 190,000; AID 1216;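 active means activation factor of 2 or more at 20 µM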
Target sequence (P34949 whole entry, looked up): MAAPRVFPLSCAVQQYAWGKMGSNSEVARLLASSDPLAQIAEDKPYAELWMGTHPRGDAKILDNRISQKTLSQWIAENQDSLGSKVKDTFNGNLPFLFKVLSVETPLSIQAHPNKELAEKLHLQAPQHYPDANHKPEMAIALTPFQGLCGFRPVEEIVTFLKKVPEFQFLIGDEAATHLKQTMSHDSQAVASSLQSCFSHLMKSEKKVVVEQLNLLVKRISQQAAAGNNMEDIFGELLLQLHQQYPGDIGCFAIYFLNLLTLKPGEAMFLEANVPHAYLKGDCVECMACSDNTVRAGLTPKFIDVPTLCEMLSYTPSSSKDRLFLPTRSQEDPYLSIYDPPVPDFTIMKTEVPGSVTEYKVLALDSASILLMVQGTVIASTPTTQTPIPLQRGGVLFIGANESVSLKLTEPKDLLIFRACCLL
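Technique: Diaphorase-driven resazurin-to-resorufin fluorescence, excitation 544, emission 590 nm | Assay system: Human PMI in coupled enzyme assay | Times: Enzyme reaction with compound 20 min at room temperature | Medium: HEPES-buffered pH 7.4 with magnesium and detergent | Reagent: Mannose-6-phosphate 1.0 mM (near-saturating) plus 0.22 mM NADP+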
APP 5'UTR act = activates APP 5'UTR luciferase reporter. SH-SY5Y APP 5'UTR luciferase reporter, luminescence; zero percent = DMSO vehicle wells. activation, % at 2 µM. hit rate 1% among 190,000;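 active means activation above a set limit, based on mean plus 3 SD of controls, cut at about 140% in these data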; further: values of inactives mirror those of a sister screen read the other way
PMI activator = activators of human phosphomannose isomerase; AID 1214; hit rate 0.005% among 190,000; activation factor at 20 µM; purified human PMI, coupled resazurin fluorescence, 20 min; stronger effect = higher value; 1 = vehicle control, 0 substrate-free wells; P34949;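 active means activation factor of 2 or more at 20 µM, relative to plate controls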
TNAP inh hiacc = TNAP (human) inhibition, high acceptor | P05186 | inhibition, % at 20 µM | purified TNAP, CDP-star luminescence, 1 M DEA | hit rate 0.03% among 200,000 | AID 1135;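 active means over 50% inhibition of tissue-nonspecific alkaline phosphatase at 20 µM in the single-dose screen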;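 further: plate controls were DMSO wells for no effect and EDTA-quenched wells as full inhibition for full effect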
NF-kB expr up = NF-kB expression increase, human neuronal cells; AID 1239; fold change at 12.5 µM; hit rate 1.6% among 190,000; NF-kB reporter expression; stronger effect = higher value; in the data active means fold change above about 3.3
Starred values were filed as active, the others as inactive; . = not tested or not shown.

structure	TNAP act hiacc	TNAP inh no acc	bIAP activator	FLuc inhib CS	FLuc stim CS	PMI act hi M6P	APP 5'UTR act	PMI activator	TNAP inh hiacc	NF-kB expr up
O=C(COC(=O)c1cnccn1)Nc1ccc2c(c1)OCO2	1	-12	0.8	-5	1.1	0.9	0	0.9	0	1.1
COc1ccccc1N1CCN(c2nnc(-c3ccc(F)cc3)c3ccccc23)CC1	1.1	-6	0.9	-10	1.1	1	24	1.1	-6	1
O=C1CC(Nc2ccc(N3CCOCC3)cc2)C(=O)N1C1CCCCC1 (stereo not drawn)	1	-2	1	-6	1.1	1	4	1.1	1	1
Cc1ccc(-n2c(C)cc(C(=O)CSc3n[nH]c(N)n3)c2C)cc1	1.1	-16	1.2	26	0.7	1	5	1	-7	1.2
COc1cc(NC(=O)COc2ccc(Br)cc2)ccc1NC(=O)C(C)C	1	-6	1	-7	1.1	1.1	16	1	-4	1.4
CCC(C)NC(=O)CCSc1ccc(C)cc1 (stereo not drawn)	1.1	-11	0.7	-7	1.1	0.9	19	1	-6	1.3
O=[N+]([O-])c1cc(C(F)(F)F)cc([N+](=O)[O-])c1N1CCCNCC1	1	-8	1.1	-3	1	1	1	0.9	0	1.1
COc1ccc(-c2csc(Nc3cccnc3)n2)cc1	1.1	-10	0.9	21	0.8	1	44	0.9	-5	2.4
O=S(=O)(Nc1cccnc1)c1ccccc1	1	-8	1	-3	1	1.1	-4	1.1	-4	1.3
Cc1csc(NC(=O)CSc2nc(C(C)C)nc3c2c(=O)n(C)c(=O)n3C)n1	1	-6	0.9	-9	1.1	1	.	1	0	0.34
Cc1cccc(C)c1-n1c(C)nn(CC2CC2)c1=O	1	-7	1.1	-4	1	1.1	-10	1	-3	1.2
CCOC(=O)C(NC(C)=O)C(=O)Nc1ccc(C(C)C)cc1 (stereo not drawn)	1	-8	0.9	-9	1.1	1.1	4	1	-5	1.2
C/C(=N\Nc1ccc(C(F)(F)F)cc1[N+](=O)[O-])C(C)C	0.9	5	1.1	0	1	1	-16	1	6	1.2
O=S(=O)(Cc1cccc(C(F)(F)F)c1)c1ncn[nH]1	1.1	-2	1.1	0	1	1	-14	1.1	-5	1.3
O=C(Nc1cccc(S(=O)(=O)N2CCCCCC2)c1)c1ccc2ccccc2n1	1	-12	1.1	0	1	1	20	1	-1	1.1
CCCc1n[nH]c2c1C(=O)CC(C)(C)C2	1	64*	1	-2	1	0.9	45	0.9	-4	1.2
CCCN1CNc2c(c(=O)[nH]c(=S)n2CCc2ccccc2)C1	1	-8	1	-4	1	1.1	-5	1.1	-4	0.99
O=C(CCc1ccccc1)Nc1nnc(-c2ccccn2)o1	1	-25	1	-3	1	1.1	0	1	-1	1.3
Cc1nonc1NC(=O)CSc1nc2cc(Cl)ccc2c2c1CCCC2	1	-2	0.9	5	0.9	1.1	-3	1.1	2	1.4
Cc1nnc(NC(=O)c2ccccc2Br)s1	1	-7	0.9	3	1	1.1	1	1.1	-2	1.4
Cc1ccc(-n2c(Cn3nc(C(F)(F)F)cc3C)n[nH]c2=S)cc1	1	21	0.9	-3	1	0.9	14	0.9	2	1.2
COc1cccc(C(=O)N2CCN(Cc3ccc4c(c3)OCO4)CC2)c1OC	1.1	-14	1	-4	1	1	-18	0.8	-6	0.99
CCN1CCN(CC(=O)Nc2ccc(Cl)c(Cl)c2)C(=O)C1=O	1.1	-4	0.9	-11	1.1	1.1	6	1.1	-9	0.94
CC(=O)N=C1SC2CS(=O)(=O)CC2N1c1cccc(Cl)c1Cl (stereo not drawn)	1.1	-12	0.9	-9	1.1	1	7	1	-6	1.1

A few values from the results shown:
Reading for `CCCN1CNc2c(c(=O)[nH]c(=S)n2CCc2ccccc2)C1` under NF-kB expr up: 0.99
Reading for `Cc1ccc(-n2c(Cn3nc(C(F)(F)F)cc3C)n[nH]c2=S)cc1` under PMI activator: 0.9

(more compounds)
structure	TNAP act hiacc	TNAP inh no acc	bIAP activator	FLuc inhib CS	FLuc stim CS	PMI act hi M6P	APP 5'UTR act	PMI activator	TNAP inh hiacc	NF-kB expr up
CN1C(=O)S/C(=C/c2cccn2-c2cccc(C(=O)O)c2)C1=O	1	-5	1.2	-2	1	1	4	1.1	-4	1.4
COc1ccc(S(=O)(=O)NCc2ccccn2)c(Cl)c1Cl	1	-10	1.3	0	1	1	2	1	0	1.1
Cc1ccc(OCC(=O)N2CCN(C(=O)c3ccncc3)CC2)cc1	1	-5	1	3	1	1	-16	1	-1	1.2
CCNc1ccc(S(=O)(=O)N(C)C)cc1NCC(=O)Nc1ccc(Br)cc1F	1	-14	1	0	1	0.9	-14	0.8	-2	0.65
COc1ccccc1NS(=O)(=O)c1ccc(N/N=C(\C)C(C)C)c([N+](=O)[O-])c1	0.9	0	0.9	-8	1.1	0.8	-1	0.7	11	0.73
COc1n[nH]c(C(=O)NCc2ccccc2)c1[N+](=O)[O-]	1	-11	1	-4	1	1	-3	1	0	0.97
COc1cccc(-c2noc(CCC(=O)NC3CCCCC3)n2)c1	1	-11	0.9	-4	1	1	-13	1	-2	0.84
CCOc1cc2c(C#N)c(N3CCNCC3)nc(N)c2c(N)n1	0.9	-8	1.1	-3	1	0.4	3	0.3	9	1.5
COC(=O)CSc1nnc(-c2cccnc2)o1	1	-9	0.9	-1	1	0.8	-8	0.8	-4	1.2
CN(Cc1nc2c(s1)CCCC2)C(=O)CCc1nnc(-c2ccccc2)o1	1	-2	1.3	-2	1	0.9	33	0.8	-3	1.7
O=C(CSc1nnnn1C1CCCCC1)Nc1ccccc1F	1	0	1.2	-3	1	0.9	16	0.9	-1	1.1
Cc1nc2ccc(Br)cn2c1NC(C)(C)C	1	-13	1	-4	1	1	13	1.1	-4	0.87
CCOc1ccc(Br)cc1/C(C)=N\NC1=NCCN1	1.1	-6	0.9	-8	1.1	1	-19	1	-10	0.86
Cc1cc(C2=NNC(=NCCc3ccccc3)SC2)c(C)n1CC1CCCO1 (stereo not drawn)	1	-8	0.7	40	0.6	1.3	40	1.4	-1	1.1
Cc1ccc(/C=N/NC(=O)Cn2ccc(C(F)(F)F)n2)o1	1	-7	0.9	-9	1.1	0.9	-1	1	2	1
Cc1ccc(C)c(CN2C(=O)c3ccccc3S(=O)c3ccc(C(=O)N4CCN(c5ccccn5)CC4)cc32)c1 (stereo not drawn)	1	-10	1.1	-4	1	1	-14	0.9	-3	0.69
Cc1ccccc1NC(=O)Cn1nc(C(F)(F)F)cc1C1CC1	1.1	-11	1	1	1	1	-28	1	-7	1.1
Cc1c(N(C(=O)c2ccccn2)C2(C(=O)NC3CCCCC3)CCCCC2)c(=O)n(-c2ccccc2)n1C	1	-10	0.9	-4	1	1	4	1	-4	1
CCc1nnc(NC(=O)c2cccc(NC(=O)C(C)C)c2)s1	1	12	1	6	0.9	1.1	23	1.1	0	2
COc1ccc(NC(=O)C2c3cc(OC)c(OC)cc3C(=O)N(C)C2c2cccnc2)cc1OC (stereo not drawn)	1	-7	1.1	-3	1	1	-8	1	0	1.3
CC(=O)NC1CC2CCCC(C1)N2CC(=O)Nc1ccccc1 (stereo not drawn)	1	-7	0.9	-1	1	1	-11	1	-3	0.85
CC/C(=N\O)c1c(O)c2c(n(-c3ccccc3)c1=O)CCCC2	1.1	-2	0.9	-6	1.1	1.1	-7	1.2	-7	1.1
COc1cccc(C2c3c(oc4ccc(F)cc4c3=O)C(=O)N2CCN2CCOCC2)c1OC (stereo not drawn)	1.1	-4	0.9	-5	1.1	0.9	5	1	-6	1
C/C(=N\Nc1ccc(Cl)cc1)c1c(O)cc(C)oc1=O	1.1	-9	1.1	-5	1.1	2.6*	-6	1.7	-5	1.4
O=C(Nc1c(F)c(F)c(F)c(F)c1F)NC1CCCCC1	1	-8	0.8	1	1	0.9	-2	0.9	-1	1.1
COc1ccc2c(c1)OC13CCCCC1C2C(C(=O)c1ccccc1)C(=O)N3 (stereo not drawn)	1.1	2	1	-9	1.1	1.1	5	1.1	-9	1.3
Cc1cc(C)cc(N(CC(=O)N2CCN(Cc3ccccc3)CC2)S(=O)(=O)c2c(C)noc2C)c1	1.1	-8	1	-7	1.1	0.9	13	0.8	-6	0.91
Cc1nc(NC(=O)CSc2nnnn2C)sc1C	1	-8	1.1	-3	1	0.9	4	1	-2	2
Cc1ccc(C(c2sc3nc(C)nn3c2O)N2CC(C)OC(C)C2)cc1 (stereo not drawn)	1	-8	1	-2	1	1	-16	0.9	-3	0.96
COc1ccc(OC)c(NC(=O)Cn2cc(C(=O)c3ccco3)c3ccccc32)c1	1.1	-11	0.9	1	1	0.8	4	0.8	-6	0.74
O=C(NN=C1CCCCCC1)C(=O)Nc1cccc(Br)c1	1	-76	0.8	6	0.9	0.9	1	0.9	0	1.5
O=C(CNC(=O)c1ccccc1)NCCO	1.1	-7	1	-6	1.1	1	7	1	-5	1.1
Cc1ccc(CNc2ncccc2-c2nc3cc(Cl)ccc3o2)cc1	1.1	-15	1.1	1	1	0.9	-1	0.9	-7	1.6
Cc1ccnc(NS(=O)(=O)c2ccc(N3C(=O)Nc4ccccc4N3O)cc2)c1	1	-9	1	-5	1.1	1.1	12	1.2	-1	1.2
CCOc1ccc(NC(=O)CSc2ccccc2N)cc1	1.1	-2	1	5	1	0.8	18	1	-6	1.1
Cc1ccc(/C=C2\CCCC3=C2NC(=S)NC3c2ccc(C)cc2)cc1 (stereo not drawn)	0.9	6	0.8	0	1	2*	-2	1.6	9	1.3
COc1ccccc1C(=O)NC(=S)N1CCCc2ccccc21	1	-10	1	7	0.9	0.8	59	0.9	-4	0.56
O=S(=O)(c1ccc(Cl)c(S(=O)(=O)N2CCCC2)c1)N1CCCC1	1	0	1.1	-3	1	.	13	.	2	1.2
O=Nc1c2ccc[nH]c-2c2ccc([N+](=O)[O-])cc12	1	-1	1.1	-7	1.1	1	-4	1	-1	1.3
Nn1cc(-c2ccccc2)nc1SCC(=O)NCC(F)(F)F	1	-6	1.1	-1	1	1	32	0.9	0	1.2
N=c1c(-c2nc3ccccc3[nH]2)cc(C(=O)c2cccs2)nn1-c1ccccc1	1	0	1.4	2	1	1	8	1	5	1.1
CN1CCN(C(=O)/C=C/c2ccc(Cl)cc2)CC1	1	-12	1	0	1	0.9	17	0.9	-4	1.1
Cc1nn(-c2ccccc2)c(N2CCCC2)c1/C=N/NC(=O)c1cc(-c2cccnc2)nc2ccccc12	1	-14	0.9	-3	1	0.9	-9	0.8	-2	0.31

2 records drawn at random from the list so far:
structure	TNAP act hiacc	TNAP inh no acc	bIAP activator	FLuc inhib CS	FLuc stim CS	PMI act hi M6P	APP 5'UTR act	PMI activator	TNAP inh hiacc	NF-kB expr up
N=c1c(-c2nc3ccccc3[nH]2)cc(C(=O)c2cccs2)nn1-c1ccccc1	1	0	1.4	2	1	1	8	1	5	1.1
Nn1cc(-c2ccccc2)nc1SCC(=O)NCC(F)(F)F	1	-6	1.1	-1	1	1	32	0.9	0	1.2

Bioassay records from PubChem BioAssay.
